# Screens deposited in PubChem BioAssay by several laboratories.
# NTR1 agonist – agonists of NTR1, primary screen, imaging, U2OS cells, beta-arrestin-GFP, high content (AID 493036); NTR1-U2OS beta-arrestin-GFP spot imaging, agonist mode; activation, % at 20 µM; 0.17% of 330,000 active;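 active means activation at or above 40% of the spot to cytoplasm intensity ratio, with at least 20 cells analyzed; inconclusive means wells under 20 cells, flagged as cytotoxic or low count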;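 further: 0% = DMSO without peptide and 100% = 100 nM NTR1 peptide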
# Target sequence (P30989 whole entry, looked up): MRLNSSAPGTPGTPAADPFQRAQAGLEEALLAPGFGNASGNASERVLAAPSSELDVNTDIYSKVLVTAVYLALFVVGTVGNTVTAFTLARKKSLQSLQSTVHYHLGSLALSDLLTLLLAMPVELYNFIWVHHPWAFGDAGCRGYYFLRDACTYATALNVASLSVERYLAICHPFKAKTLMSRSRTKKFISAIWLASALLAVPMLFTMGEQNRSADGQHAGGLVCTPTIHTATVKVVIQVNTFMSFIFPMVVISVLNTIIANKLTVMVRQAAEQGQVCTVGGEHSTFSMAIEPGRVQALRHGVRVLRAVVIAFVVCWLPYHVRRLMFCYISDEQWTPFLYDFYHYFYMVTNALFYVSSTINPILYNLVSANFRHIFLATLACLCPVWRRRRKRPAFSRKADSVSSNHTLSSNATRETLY
# SV40 large T antigen – SV40 large T antigen inhibitors, biochemical (AID 1903); inhibition, % at 20 µM; hits with a dose series show IC50 in µM; SV40 large T antigen ATPase/helicase inhibition assay; higher % means a stronger effect; 0.39% of 310,000 active; in the data active means a potency from the dose series; inconclusive means inhibition mostly from about 32% at the one dose, without a potency; inactive means the rest, 99 in 100 with inhibition below about 32%; further: strong numbers were not always called active
# GPR55 beta-arrestin – selective activators of receptor GPR55 – imaging, U2OS cells, beta-arrestin-GFP redistribution, primary screen (AID 1961); one-dose activation, % at 10 µM; EC50 in µM for titrated hits; 0.048% of 290,000 active; U2OS GPR55 beta-arrestin-GFP redistribution imaging; higher % means a stronger effect;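 active means activation above 40% with more than 50 cells counted in the well; inconclusive means wells holding fewer than 50 cells, flagged as toxic or sparse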;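 further: U2OS osteosarcoma cells stably expressing GPR55 and beta-arrestin-GFP; plate controls were DMSO negative control for no effect and LPI positive control for full effect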
# GPR55 antagonists – inhibition of LPI-stimulated GPR55 beta-arrestin translocation – imaging, U2OS, beta-arrestin-GFP, LPI agonist, primary screen (AID 2013). U2OS GPR55 beta-arrestin-GFP translocation imaging, LPI antagonism; higher % means a stronger effect. inhibition, % at 10 µM; hits with a dose series show IC50 in µM. 0.13% of 290,000 active;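 active means spots per cell inhibited over 60%, with over 100 cells counted and total cytoplasm intensity under 500,000; inconclusive means wells with under 100 cells, flagged as likely toxic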;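 further: U2OS cells stably carrying GPR55 and arrestin-GFP stimulated by 5 µM LPI near EC80; imaged beta-arrestin-GFP aggregate spots per cell after agonist stimulation; plate controls were LPI-stimulated DMSO wells for no effect and DMSO wells without LPI for full effect; some results filed as inactive read as strong as hits; confirmed hits need IC50 under 10 µM and bright autofluorescent wells are also inconclusive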
# GPR35 arrestin U2OS – inhibition of zaprinast-stimulated GPR35 beta-arrestin translocation – imaging, U2OS, beta-arrestin-GFP, zaprinast agonist, primary screen (AID 2058); U2OS GPR35 beta-arrestin-GFP translocation imaging, zaprinast antagonism; higher % means a stronger effect; one-dose inhibition, % at 10 µM; IC50 in µM for titrated hits; 0.052% of 290,000 active;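 active means inhibition of at least 50% with at least 30 cells and total cytoplasm GFP at most 10,000,000; inconclusive means under 30 cells or total GFP of 10,000,000 plus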
# T cell modulator – T cell immune modulation candidate; 0.068% of 330,000 active; 2C CD8+ T cell-vesicle binding, flow cytometry; hits give low values; calls only at 7 µM; AID 2052;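 active means response, share of CD8 T cells binding vesicles, and their 90th percentile fluorescence all below set limits, cut at about 80% in these data, passing the limit was not always enough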
#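 System: murine 2C transgenic CD8+ T lymphocytes; also added: QL9-loaded Drosophila micro-vesicles; times: binding 1.5 h at 37 °C; measured by: flow cytometry, PE anti-B7-1 (FL2) versus Alexa647 anti-CD8 (FL8), PFA-fixed; control set: Peptide-free naked vesicles (low) and QL9 vesicles with 0.7% DMSO vehicle (high)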
# LYP inhibition – inhibitors of LYP phosphatase, biochemical, fluorescence intensity, uHTS (AID 1779); recombinant LYP phosphatase, fluorescence intensity; higher % means a stronger effect; one-dose inhibition, % at 11.5 µM; IC50 in µM for titrated hits; 0.054% of 290,000 active; in the data active means inhibition above about 50%;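 further: plate controls were vehicle with enzyme for no effect and no enzyme for full effect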
# Lipid droplet – hepatic lipid droplet formation modulation | AML12 mouse hepatocytes, oleate lipid droplets, BODIPY imaging | inhibition, % at 6.5 µM | 0.4% of 240,000 active | AID 1656;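 active means lipid droplet intensity inhibited by at least 50%, with more than 500 cells counted; inconclusive means wells with under 300 cells, treated as cytotoxic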
#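 Test system: AML12 mouse liver cells; schedule: overnight exposure; technique: high-content imaging of BODIPY-stained droplets and DAPI nuclei; read-out: % inhibition of corrected integrated BODIPY droplet signal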
# MgcRacGAP inhibition – MgcRacGAP GTPase-activating activity inhibitors, confirmation, biochemical, ADP Hunter fluorescence; MgcRacGAP-stimulated Rac1 GTP hydrolysis, ADP Hunter fluorescence; higher % means a stronger effect; GST-tagged Rac1 F28L mutant substrate; one-dose inhibition, % at 30 µM; IC50 in µM for titrated hits; 0.6% of 340,000 active;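 active means first-screen hits whose inhibition reached a set limit at any dose in the follow-up dose series; inconclusive means inhibition above the set first-screen limit but never retested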;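 further: fluorescence reports GDP produced by GAP-driven GTP hydrolysis; strong numbers were not always called active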
# Lipid droplet cells 6.5 µM – second read-out of Lipid droplet, no call of its own (marks repeat the call); cell count; measured here: cell count, cytotoxicity flag;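 cells counted across two imaged fields per well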
# T cell modulator vesicle-bound % – also measured in T cell modulator; calls as there; double positive events, %; measured here: CD8+ vesicle-bound cell fraction;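 binding gate set so that unloaded-vesicle control wells show 10% double positive cells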
# NTR1 agonist cell count 20 µM – also measured in NTR1 agonist; calls as there; cell count; measured here: cell count, cytotoxicity flag
# * marks the source's active call; other numbers are inactive results; i = inactive; ? = inconclusive; nt = not tested or not shown. Rows were taken by chance (roughly 1.8% active in at least one column).
canonical_smiles	NTR1 agonist	NTR1 agonist cell count 20 µM	SV40 large T antigen	GPR55 beta-arrestin	GPR55 antagonists	GPR35 arrestin U2OS	T cell modulator	T cell modulator vesicle-bound %	LYP inhibition	Lipid droplet	Lipid droplet cells 6.5 µM	MgcRacGAP inhibition
Cc1c(C#N)c(NC(=O)CCl)n(Cc2cccs2)c1C	0.1	27	7%	0.1%	26%	1%	i	0	0%	-32	605	5%
COC(=O)[C@@H](c1ccccc1)N(C)S(=O)(=O)c1cccc(S(=O)(=O)N(C)[C@@H](C(=O)OC)c2ccccc2)c1	-1.2	94	12%	-0.1%	-12%	2%	i	43	-3%	-4	785	-2%
CN(C)S(=O)(=O)N1CCN(S(=O)(=O)N(C)C)CC1	-0.5	56	-6%	0.0%	4%	8%	i	38	-12%	-7	769	-2%
O=C(Nc1ccc(S(=O)(=O)NCc2ccccc2)cc1)C1CCCCC1	0.9	66	8%	-0.1%	13%	-4%	i	23	-5%	1	835	3%
CCOc1ccc(S(=O)(=O)Nc2cccc(OC)c2)cc1	-0.6	71	11%	0.0%	6%	-3%	i	30	-4%	-6	750	2%
CCOC(=O)N1CCC(=NNC(=O)COc2ccc(C#N)cc2)CC1	-1.1	54	9%	-0.2%	6%	-5%	i	4	-1%	-4	599	8%
CCn1c(C(C)NC(=O)c2cccs2)n[nH]c1=S (stereo not given)	-1.0	83	32%	-0.3%	-3%	10%	i	40	-1%	-2	626	3%
O=[N+]([O-])c1cc(CS(=O)(=O)Oc2ccc(Cl)cc2)c(O)c([N+](=O)[O-])c1	-1.7	32	13%	nt	nt	nt	i	31	nt	nt	nt	-8%
COC(=O)[C@@]1(Cc2ccc(F)cc2)[C@@H]2[C@@H](CC(=O)[C@H]2CC(=O)C(=O)N(C)C)CN1C(=O)c1ccccc1	-0.9	52	12%	-0.1%	4%	8%	i	23	-1%	-8	729	9%
Cc1ccc2nc3c(cc(S(=O)(=O)c4ccccc4)c(=N)n3Cc3ccco3)c(=O)n2c1	7.9	56	17%	-0.1%	4%	-13%	i	26	-10%	-8	731	0%
COCCN(C(=O)COC(=O)/C=C/c1cccs1)c1c(N)n(Cc2ccccc2)c(=O)[nH]c1=O	0.8	60	22%	nt	nt	nt	i	50	nt	nt	nt	3%
Cc1ccc(NC(=O)c2cccc(F)c2)cc1S(=O)(=O)N1CCCCCC1	5.5	51	6%	0.9%	2%	-12%	i	57	8%	-6	699	3%
Cc1ccc(S(=O)(=O)CC(=O)N2CCN(c3cccc(C(F)(F)F)c3)CC2)cc1	1.2	75	1%	0.0%	18%	-3%	i	70	-2%	-1	643	7%
Cc1nn(CC(=O)NNC(=O)c2cccc(Br)c2)c(C)c1[N+](=O)[O-]	1.5	60	15%	-0.1%	7%	-4%	i	23	-9%	0	816	4%
Nc1ccc(C(=O)N2CCCC2)cc1CS(=O)(=O)c1ccc(Cl)cc1	-0.9	44	20%	-0.5%	1%	10%	i	40	-3%	-4	675	3%
OCCCN=C1CCCc2c1[nH]c1ccc(Cl)cc21	0.1	53	4%	0.0%	-9%	1%	i	18	1%	-7	729	7%
CC(C)Sc1nnc(Cn2c(=O)sc3ccccc32)n1-c1ccccc1	-3.7	64	1%	-0.5%	4%	2%	i	24	2%	-11	708	3%
Cc1nn(Cc2c(F)c(F)c(F)c(F)c2F)c(C)c1NC(=O)c1ccc(COc2ccc(Cl)cc2Cl)o1	1.3	42	8%	0.1%	6%	-3%	i	22	8%	-28	725	3%
CC(=O)Nc1ccc(S(=O)(=O)NC2=NCN(CCOC(=O)c3ccccc3)CN2)cc1	-0.9	37	11%	-0.1%	8%	-1%	i	35	-4%	4	832	12%
Cc1ccc(C(=O)CN2CCC(NC(=O)C3CCCCC3)CC2)cc1	-1.4	91	1%	0.0%	26%	12%	i	9	0%	2	787	8%
COc1ccc(C2CC(C(F)(F)F)n3nc(CO)c(Cl)c3N2)cc1OC (stereo not given)	0.2	87	10%	-0.2%	-3%	-14%	i	22	-12%	nt	nt	-1%
CC(C)(C)OC(=O)NCCC(=O)N/N=C/c1ccc2ncccc2c1	-0.9	47	9%	0.5%	-2%	-12%	i	36	-6%	-4	737	3%
COCCNc1oc(/C=C/c2ccccc2)nc1C#N	-0.7	67	8%	0.4%	-4%	-6%	i	50	-80%	-2	655	11%
CCN(CC)CCc1nc(-c2ccccc2)no1	2.5	62	10%	nt	nt	nt	i	23	nt	nt	nt	1%
CCCOc1ccc(C(=O)NC(=S)Nc2nc3ccc(C)cc3s2)cc1	nt	nt	2%	-0.1%	23%	6%	nt	nt	-3%	nt	nt	nt
COc1ccc(NC(=O)CCCn2cnc3ccccc3c2=O)c(OC)c1	-1.6	104	2%	-0.1%	-7%	-5%	i	30	-5%	nt	nt	6%
Cc1ccnc(NS(=O)(=O)c2ccc(NC(=O)C3CC=CCC3C(=O)O)cc2)n1 (stereo not given)	3.8	81	2%	-0.1%	-14%	-17%	i	34	-9%	4	729	5%
COc1ccc2oc(=O)c(C(=O)NC(C)c3ccccc3)cc2c1 (stereo not given)	3.9	58	19%	-0.3%	16%	-4%	i	29	-5%	-11	748	3%
Cc1nnc(NC(=O)c2nc(S(=O)(=O)Cc3ccccc3)ncc2Cl)s1	-0.4	51	14%	-0.1%	3%	14%	i	5	-7%	-22	693	12%
CC1=NN(C(=O)c2ccc(Cn3nc(C)c(Br)c3C)cc2)C(O)(C(F)(F)F)C1 (stereo not given)	0.5	32	-11%	-0.2%	7%	8%	i	5	-5%	-14	619	5%

# Compound profiles (already shown). Screens in order: NTR1 agonist	NTR1 agonist cell count 20 µM	SV40 large T antigen	GPR55 beta-arrestin	GPR55 antagonists	GPR35 arrestin U2OS	T cell modulator	T cell modulator vesicle-bound %	LYP inhibition	Lipid droplet	Lipid droplet cells 6.5 µM	MgcRacGAP inhibition
# OCCCN=C1CCCc2c1[nH]c1ccc(Cl)cc21 as listed: 0.1	53	4%	0.0%	-9%	1%	i	18	1%	-7	729	7%
# COC(=O)[C@@]1(Cc2ccc(F)cc2)[C@@H]2[C@@H](CC(=O)[C@H]2CC(=O)C(=O)N(C)C)CN1C(=O)c1ccccc1 as listed: -0.9	52	12%	-0.1%	4%	8%	i	23	-1%	-8	729	9%
# COc1ccc(NC(=O)CCCn2cnc3ccccc3c2=O)c(OC)c1 as listed: -1.6	104	2%	-0.1%	-7%	-5%	i	30	-5%	nt	nt	6%
# CN(C)S(=O)(=O)N1CCN(S(=O)(=O)N(C)C)CC1 as listed: -0.5	56	-6%	0.0%	4%	8%	i	38	-12%	-7	769	-2%

# New compounds follow
canonical_smiles	NTR1 agonist	NTR1 agonist cell count 20 µM	SV40 large T antigen	GPR55 beta-arrestin	GPR55 antagonists	GPR35 arrestin U2OS	T cell modulator	T cell modulator vesicle-bound %	LYP inhibition	Lipid droplet	Lipid droplet cells 6.5 µM	MgcRacGAP inhibition
CCCn1nnc(NCc2ccc(OCc3cccs3)c(OC)c2)n1	6.6	60	-1%	-0.2%	-2%	-14%	i	40	-2%	-26	665	5%
O=C(Nc1nc2ccc(F)cc2s1)c1cccs1	-3.0	49	8%	-0.4%	-3%	-14%	i	59	1%	23	718	-1%
COc1ccc(-n2nnnc2CNC(=O)C(=O)c2c(C)[nH]c3ccccc23)cc1	-0.5	67	13%	nt	nt	nt	i	29	nt	nt	nt	4%
Cc1ccc(-c2csc(N/N=C/C=C/c3ccccc3)n2)cc1	2.6	75	10%	0.3%	0%	6%	i	34	-12%	nt	nt	3%
NC(=O)C1CCN(c2cc(Cl)nc(N)n2)CC1	1.1	50	18%	-0.5%	-4%	-7%	i	19	-6%	-4	701	-2%
O=C(CN1CCN(c2ccccc2)CC1)NC(=O)NCc1ccco1	0.9	72	11%	0.1%	13%	-10%	i	7	2%	0	748	5%
O=C(NCCc1ccc2c(c1)OCCO2)c1cc2ccccc2o1	-1.6	77	7%	-0.1%	-8%	-8%	i	59	-4%	nt	nt	2%
CCNC(=S)NNC(=O)c1ccc2ncccc2c1	0.8	56	14%	0.6%	5%	-5%	i	38	-1%	-9	696	8%
O=C1CCCN2N=C(SCC(=O)Nc3ccc([N+](=O)[O-])cc3)SC2=N1	-1.6	62	5%	-0.2%	2%	8%	i	32	-2%	17	764	11%
O=C(NCc1cccnc1)c1nn2cccnc2c1Cl	-0.1	53	5%	-0.2%	6%	-12%	i	15	-11%	11	742	13%
O=C(NC1CCCCC1)c1cc([N+](=O)[O-])ccc1N1CCCCC1	0.3	55	21%	-0.3%	-8%	-2%	i	32	-1%	-9	620	9%
CCOC(=O)c1cc(-c2ccc3c(c2)OCCO3)nc2c1c(C)nn2CCC#N	3.1	44	1%	-0.2%	1%	2%	i	41	-1%	-4	736	9%
O=C(c1cc(-c2cccs2)nc2ccccc12)N1CCN(S(=O)(=O)c2ccccc2)CC1	3.8	57	17%	0.3%	17%	4%	i	6	2%	-7	711	2%
O=C(Oc1ccc(=O)n(-c2ccccc2)n1)c1ccc(F)cc1	1.9	55	-6%	0.0%	12%	0%	i	6	-4%	4	716	1%
COc1ccc(NC(=O)CSc2nc3sc4c(c3c(=O)n2-c2ccc(OC)cc2)CCN(C)C4)cc1	2.5	65	?	0.5%	17%	13%	i	9	-7%	4	754	-5%
COc1cc(S(=O)(=O)n2ccnc2)ccc1Br	-1.1	66	11%	-0.3%	-3%	-13%	i	60	-4%	17	743	11%
CCN(C(=O)C1CC1)C1CCS(=O)(=O)C1 (stereo not given)	-1.6	40	-1%	nt	nt	nt	i	28	nt	nt	nt	5%
COc1ccc(-n2[nH]c(C)cc2=O)cc1	-0.4	42	-2%	-0.1%	18%	9%	i	46	-12%	nt	nt	7%
O=C(Nc1ccccc1)OCc1ccccn1	-3.7	82	5%	-0.1%	4%	14%	i	34	-4%	nt	nt	2%
